# S1P4 antag – antagonists of human S1P4 receptor; O95977; S1P4-expressing cells, antagonist mode, reporter read-out; inhibition, % at 4.98 µM; actives 0.26% (n = 220,000); in the data active = inhibition above about 29%;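 note: 0% = wells stimulated with agonist and 100% = vehicle wells without agonist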
# Target sequence (O95977 whole entry, looked up): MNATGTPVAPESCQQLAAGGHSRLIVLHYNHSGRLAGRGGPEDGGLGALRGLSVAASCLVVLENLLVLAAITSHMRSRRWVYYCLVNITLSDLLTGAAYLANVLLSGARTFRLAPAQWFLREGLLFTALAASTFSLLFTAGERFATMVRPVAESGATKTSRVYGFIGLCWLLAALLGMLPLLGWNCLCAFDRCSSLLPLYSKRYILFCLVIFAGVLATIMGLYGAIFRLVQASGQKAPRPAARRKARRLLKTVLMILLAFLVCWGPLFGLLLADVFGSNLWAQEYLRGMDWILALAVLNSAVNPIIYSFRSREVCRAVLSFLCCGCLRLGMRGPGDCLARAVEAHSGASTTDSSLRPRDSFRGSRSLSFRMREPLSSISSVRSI
# TRPN1 ag – activates the zebrafish TRPN1 channel; HEK293 zebrafish TRPN1-YFP, Fluo-8 calcium fluorescence; 100% = response to 87 µM carbachol; activation, % at 3 µM; actives 0.18% (n = 220,000);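 active = activation above its plate's cutoff, the mean activation of test wells on that plate plus 3 SD, cut at about 19% in these data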;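 note: 0% = DMSO alone and 100% = 87 µM carbachol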
#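 System: zebrafish TRPN1-YFP in HEK293 cells / Dosing: 3 µM single point / Timing: dye loading 1 h at 37 °C, then 30 min room temperature / Signal: Fluo-8 calcium fluorescence, excitation 470-495 nm, emission 515-575 nm / Read-out basis: percent activation from peak over basal fluorescence ratio, control-normalized / Control set: high carbachol 87 µM, low DMSO alone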
# S1P4 ag – human S1P4 receptor agonism; O95977; S1P4-expressing cell line, agonist reporter assay; activation, % at 4.98 µM; actives 0.35% (n = 220,000); in the data active = activation above about 11%;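 note: 0% = DMSO vehicle and 100% = reference agonist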
# EP2 mod – EP2 receptor (human) modulation | actives 0.83% (n = 260,000) | induction, % at 25 µM | EP2-expressing cells, cAMP HTRF FRET, PGE2 co-stimulation | AID 940 | P43116;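 active = compounds whose cAMP rise, as percent of the full-agonist control response, exceeds 60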;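 note: rat C6 glioma line stably carrying human EP2 under a CMV promoter; the protocol text gives 20 µM as final concentration; 100% = response of wells given 1 µM PGE2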
# Target sequence (P43116 whole entry, looked up): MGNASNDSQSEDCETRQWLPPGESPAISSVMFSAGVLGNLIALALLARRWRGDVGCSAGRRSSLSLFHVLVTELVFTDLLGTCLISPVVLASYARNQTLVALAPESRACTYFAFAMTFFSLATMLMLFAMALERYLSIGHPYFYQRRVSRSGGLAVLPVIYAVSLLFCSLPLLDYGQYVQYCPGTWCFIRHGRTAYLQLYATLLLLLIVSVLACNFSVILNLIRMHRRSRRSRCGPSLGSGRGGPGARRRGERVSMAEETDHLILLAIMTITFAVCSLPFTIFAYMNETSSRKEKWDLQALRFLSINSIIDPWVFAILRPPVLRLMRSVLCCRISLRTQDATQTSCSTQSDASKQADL
# BaF3 parental – parental Ba/F3 viability inhibition as JAK2V617F counter-screen; actives 1.1% (n = 220,000); CellTiter-Glo ATP luminescence; inhibition, % at 5.6 µM;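 active = inhibition above a per-campaign cutoff, the mean inhibition of all tested compounds plus 3 SD, cut at about 27% in these data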;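 note: 0% = DMSO wells and 100% = JAK Inhibitor I control wells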
# Calpain2 inh – blocks pig calpain II enzyme activity | purified calpain II, fluorogenic peptide substrate, 30 min | inhibition, % at 16 µM | actives 0.37% (n = 220,000) | AID 1236;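 active = inhibition above about 50%, limit read from the data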
# PERK inh – inhibitors of human PERK kinase. Q9NZJ5. CHO PERK-DD fusion, SEAP luminescence translation reporter. inhibition, % at 5.6 µM. actives 0.17% (n = 220,000). AID 1416;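 active = inhibition above the mean inhibition of all tested compounds plus 3 SD, set separately per screening campaign, cut at about 2.9% in these data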;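 note: PERK kinase domain activated by AP20187 dimerizer at 100 nM; 0% = DMSO with dimerizer and 100% = rapamycin at 8.4 µM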
# TRPML3 ag – agonists of human TRPML3 channel. activation, % at 3 µM. actives 0.29% (n = 220,000). HEK293 TRPML3-YFP, Fluo-8 calcium fluorescence; 100% = the carbachol control signal. Q8TDD5;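 active = activation above its plate's cutoff, the mean activation of the plate's test wells plus 3 SD, cut at about 12% in these data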;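 note: 0% = DMSO only wells and 100% = carbachol wells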
#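 Test system: HEK293 cells stably carrying human TRPML3-YFP; Doses: single dose, 3 µM final nominal compound, 0.3% DMSO final; Schedule: dye loading 1 h 37 °C then 30 min ambient, 125 s read; Technique: Fluo-8 calcium fluorescence; Benchmarks: high control carbachol 87 µM, low control DMSO.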
# Ba/F3 V617F tox – lowers viability of Ba/F3 cells expressing EpoR and JAK2V617F. inhibition, % at 5.6 µM. ATP luminescence. actives 1.1% (n = 220,000);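 active = inhibition above the campaign mean plus 3 SD over all tested compounds, cut at about 24% in these data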;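 note: cytokine-independent growth of Ba/F3 cells driven by EpoR plus mutant JAK2; 0% = DMSO-treated cells and 100% = JAK inhibitor I control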
# Starred values were filed as active, the others as inactive; & = joins results of further samples.
SMILES,S1P4 antag,TRPN1 ag,S1P4 ag,EP2 mod,BaF3 parental,Calpain2 inh,PERK inh,TRPML3 ag,Ba/F3 V617F tox
O=C(O)c1cccc(CSc2n[nH]c(-c3ccc(Cl)cc3Cl)n2)c1,-4,0.4,-0.6,-6,4,-33,0.4,0.4,1
COc1ccc(OC)c(S(=O)(=O)Nc2cccc(C(C)=O)c2)c1,-9,0.7,0.9,-19,3,-11,-0.5,0.9,0
O=C(NCc1ccco1)C1CCCN1C(=O)Nc1cccc(Cl)c1 (configuration not stated),2,-1.1,0.2,-16&12,11,-26,0.2,0.2,-1
Cc1cc(C)c2nc(SC(C)C(=O)NCC(=O)Nc3ccc(F)c(F)c3F)cc(C)c2c1 (configuration not stated),-5,0.8,1.4,44,8,10,1.2,0.9,-1
CON/C=N/C(=S)Nc1ncc(C(F)(F)F)cc1Cl,-9,2.4,3.4,29,4,12,0.5,0.8,2
Clc1ccc(OCCSc2ncccn2)c(Br)c1,-9,0.1,-0.4,44,-2,15,-0.1,0.6,0
O=S(=O)(NC1CCCC1)c1ccc(S(=O)(=O)NC2CCCC2)cc1,-13,14,1.8,-4,3,-12,0.7,3.6,-2
Cc1cccc(NC(=S)N(CCc2ccncc2)C(C)C)c1C,-10,0.2,1.2,13,7,6,0.5,-0.1,-1
O=c1c(Cc2ccc(F)cc2)c(O)ccn1CCc1cnc[nH]1,0,-0.7,-0.3,31,-1,3,1.0,0.9,-1
O=C(NNc1nc2c(F)cc(F)cc2s1)C1=COCCO1,-3,0.8,-0.8,-2,3,23,0.2,0.3,4
Cc1ccc(C(=O)NC=C(Cl)Cl)cc1,3,0.9,-1.1,-8,4,-9,0.6,-0.3,4
CN(/C(=N\S(=O)(=O)c1ccccc1)C(F)(F)F)c1ccccc1,0,0.0,-0.3,-8,-1,6,-0.2,-0.3,-2
COc1ccc(S(=O)(=O)NNC(=O)c2cc3c4ccccc4n(C)c3s2)cc1,-11,0.7,0.6,-34,4,-3,0.5,0.6,3
Cc1cc(N2CCN(c3ccccc3)CC2)n2nnnc2n1,-16,-0.3,0.5,1,9,-18,0.9,1.0,-1
COc1ccc(S(=O)(=O)N(C)CC(=O)N2CCN(c3ccc(F)cc3)CC2)cc1OC,3,0.0,-1.2,10,7,5,-0.9,0.4,5
CC(OC(=O)c1ccc(Cl)c(S(=O)(=O)N2CCc3ccccc32)c1)C(=O)Nc1ncc(Cl)cc1Cl (configuration not stated),-5,0.1,1.3,-7,4,0,-0.5,-0.1,-2
CN=c1scc(-c2ccc([N+](=O)[O-])cc2)n1/N=C/c1ccco1,0,-2.0,-1.5,3,8,-24,0.1,0.3,1
COc1ccc2nc(Nc3nc(CSc4nnc(C)s4)cc(=O)[nH]3)nc(C)c2c1,7,0.1,2.5,-5,2,10,0.0,0.7,4
Cc1ccc(CNC(=O)C2CCN(S(=O)(=O)c3c(C)noc3C)CC2)cc1,-3,0.4,0.8,11,2,0,-1.0,0.2,0
CCc1ccc2[nH]c(=O)c(CN(Cc3ccc(OC)cc3)Cc3nnnn3CCOC)cc2c1,-7,0.1,-0.1,5,9,-2,-0.7,0.4,0
Cn1c(SCc2nc(-c3ccc(Br)cc3)no2)nnc1-c1ccco1,4,-0.1,2.3,-21,6,1,-0.8,0.5,7
Cc1ccc(S(N)(=O)=O)cc1NC(=O)C1CC2CCC1C2 (configuration not stated),-4,-0.3,0.3,1,1,12,3.0*,0.7,-2
COCCOC(=O)c1c(C)oc2ccc(NS(=O)(=O)c3cccs3)cc12,-29,-2.0,1.5,-82,10,-26,0.4,-0.7,-1
COc1ccc(C)cc1S(=O)(=O)Nc1ccc2c(c1)OCO2,2,0.0,-0.9,-2,3,-2,-0.5,-0.8,0
CCc1ccc(NC(=O)C2C3C=CC(C4CC34)C2C(=O)O)cc1 (configuration not stated),6,-0.4,1.4,31,8,22,-1.1,0.2,1
CSC1=NCCN1C(=O)c1ccc2c(c1)OCO2,4,0.0,-0.8,22,0,-23,-0.8,0.5,-2
Cc1nc(-c2ccccn2)nc(N2CCOCC2)c1Cl,6,2.8,1.0,-5,-9,14,0.6,0.8,11
Cc1cc(C)c2oc(C(=O)N(Cc3cccs3)C3CCS(=O)(=O)C3)cc(=O)c2c1 (configuration not stated),3,1.2,-0.9,13,4,-10,-0.4,0.0,-2
CN(CCC#N)Cc1cc(=O)oc2ccc3ccccc3c12,-3,1.3,-0.1,15,-1,-23,0.6,0.0,-2
CCN1CCN(CCNC(=O)c2ccc(/C=C3\Sc4ccccc4N(Cc4ccccc4F)C3=O)cc2)CC1,-37,4.4,2.5,-48,2,-78,-1.1,1.6,1
CCNC(=O)C1(c2ccccc2)CCCC1,-8,0.8,-0.2,-3,2,5,-0.5,1.4,-3
Cc1cc(C)n2nc(C(=O)Nc3ccn(Cc4ccccc4C)n3)cc2n1,-20,0.7,-0.3,-16,-2,-30,-1.2,0.9,1
CC(C)(C)C1CCc2c(sc(NC(=O)c3ccncc3)c2C(N)=O)C1 (configuration not stated),0,0.5,-1.9,8,2,-58,0.3,0.1,-1
CNCC/C=C1/c2ccccc2CSc2ccccc21,15,0.5,-0.2,26,3,-19,-1.6,1.5,13
COc1cccc(C(=O)N2N=C(c3ccccn3)CC2(O)C(F)(F)F)c1 (configuration not stated),7,-2.5,0.5,22,-1,10,1.5,-1.5,-1
O=C(Nc1ccccc1F)C1C2C=CC3(O2)C1C(=O)N(c1cccnc1)C3C(=O)NC1CCCCC1 (configuration not stated),-9,0.4,0.5,-24,0,-6,-0.4,0.3,0
CCOC(=O)c1cccc(N2C(N)=NC(N)=NC2(C)C)c1,-1,1.1,0.8,16,96*,-16,0.3,1.1,73*
CNC(=S)N1N=C(c2ccc(OC)cc2)CC1c1ccc(Cl)cc1Cl (configuration not stated),-6,0.5,-0.9,7,3,-28,-0.5,0.4,1
CSc1nnc(C)c(=O)n1COC(=O)COc1ccccc1,-6,1.2,-0.2,19,5,19,1.2,0.3,0
CC1CCCC(NC(=S)Nc2cccc(S(=O)(=O)N(C)C)c2)C1C (configuration not stated),-11,8.0,-0.1,-63,2,24,-0.6,3.7,1

# Profiles, looked up by structure. Order of screens: S1P4 antag | TRPN1 ag | S1P4 ag | EP2 mod | BaF3 parental | Calpain2 inh | PERK inh | TRPML3 ag | Ba/F3 V617F tox
# Cc1cc(C)c2oc(C(=O)N(Cc3cccs3)C3CCS(=O)(=O)C3)cc(=O)c2c1 (configuration not stated) in the list: 3 | 1.2 | -0.9 | 13 | 4 | -10 | -0.4 | 0.0 | -2
# CC(C)(C)C1CCc2c(sc(NC(=O)c3ccncc3)c2C(N)=O)C1 (configuration not stated) in the list: 0 | 0.5 | -1.9 | 8 | 2 | -58 | 0.3 | 0.1 | -1
# Cc1ccc(S(N)(=O)=O)cc1NC(=O)C1CC2CCC1C2 (configuration not stated) in the list: -4 | -0.3 | 0.3 | 1 | 1 | 12 | 3.0* | 0.7 | -2
# COCCOC(=O)c1c(C)oc2ccc(NS(=O)(=O)c3cccs3)cc12 in the list: -29 | -2.0 | 1.5 | -82 | 10 | -26 | 0.4 | -0.7 | -1

# (more compounds)
SMILES,S1P4 antag,TRPN1 ag,S1P4 ag,EP2 mod,BaF3 parental,Calpain2 inh,PERK inh,TRPML3 ag,Ba/F3 V617F tox
CCOC(=O)C(NC(=O)Nc1ccccc1)(OCC)C(F)(F)F (configuration not stated),0,-0.2,-3.2,0,4,20,0.4,-0.1,-4
CC(C)n1c2ccccc2c2nnc(SCC(=O)Nc3ccccc3C(=O)O)nc21,-10,-0.3,-0.1,73*,0,10,0.5,0.1,-1
COc1cccc(NC(=S)N(CCCN2CCN(C)CC2)Cc2ccco2)c1,0,1.1,1.2,-13,11,-13,0.8,1.1,0
Cc1nc(N2CCN(Cc3ccccc3)CC2)nc2c1C(=O)CC(C)C2 (configuration not stated),2,0.3,-2.8,8,6,68*,-1.5,1.1,2
N/C(=N\OC(=O)c1ccc(Cl)cc1)c1nonc1N,-2,1.1,1.8,4,0,-11,0.5,0.3,0
Cc1c(N2C(=O)CSC2c2ccc(F)cc2)c(=O)n(-c2ccccc2)n1C (configuration not stated),-6,1.6,0.8,20,-1,-4,-0.4,0.7,-3
Cn1c(=O)c2c(=O)cc(NNC(=O)CC#N)[nH]c2n(C)c1=O,1,1.3,1.3,30,8,23,1.1,0.2,1
CCc1ccccc1NC(=O)c1ccoc1C,8,-0.3,-1.1,1,4,-26,0.1,-0.2,2
CCCC(=O)N1CCN(c2ccc(NC(=O)c3cc4ccccc4o3)cc2)CC1,-3,0.5,-1.0,-16,2,20,1.2,0.8,-1
O=C(Nc1ccccc1)N1CCC(c2ccccc2)C1 (configuration not stated),-6,0.1,1.4,11,2,3,0.0,-0.5,-5
COc1cccc(C(=O)NCCN2C(=O)S/C(=C/c3cccs3)C2=O)c1OC,-10,0.5,1.1,-33,6,-9,0.5,0.3,3
CCNC(=S)N1CCN(c2ccc([N+](=O)[O-])cc2)CC1,-4,3.0,-0.1,11,3,26,0.8,0.9,1
O=C(NC1CCS(=O)(=O)C1)c1cn(-c2ccccc2)nc1-c1ccccc1 (configuration not stated),-13,0.2,0.9,1,3,12,-0.6,0.5,-3
COC(=O)CC1Oc2ccccc2N(Cc2ccc(C)cc2)C1=O (configuration not stated),-27,-1.9,-0.5,42,3,10,0.0,-0.6,0
Cc1c(C(=O)O)nn(-c2ccccc2)c(=O)c1C#N,-13,0.0,2.5,28&-5,9,-16,0.8,0.1,-1
COC(=O)C1=NNC2(C)C(=O)N(c3ccc(C)cc3)C(=O)C12 (configuration not stated),9,0.1,-1.2,7,0,-14,1.5,0.3,-5
COc1ccccc1NC(=O)Cn1c(CCC(=O)O)ccc1-c1ccc(C)cc1,-14,0.7,-0.4,36,4,-48,0.6,0.3,-2
O=C(Nc1nc(-c2ccc3c(c2)Cc2ccccc2-3)cs1)c1ccccc1,6,0.3,0.4,21,1,-28,-0.3,0.5,-5
CCC(C)[C@H]1CNC(=S)N1CCc1cc(C(F)(F)F)cc(C(F)(F)F)c1 (some centres not stated),3,-2.7,0.3,40,-4,30,0.6,-1.2,1
COc1ccc(NC(=O)/C(C#N)=C\c2ccc(N3CCOCC3)o2)cc1,-9,49*,2.4,-41,4,14,-0.9,40*,-2

# Another view of part of the listing above.
CCC(C)[C@H]1CNC(=S)N1CCc1cc(C(F)(F)F)cc(C(F)(F)F)c1 (some centres not stated)
  S1P4 antag: 3 | TRPN1 ag: -2.7 | S1P4 ag: 0.3 | EP2 mod: 40 | BaF3 parental: -4 | Calpain2 inh: 30 | PERK inh: 0.6 | TRPML3 ag: -1.2 | Ba/F3 V617F tox: 1

COc1ccc(NC(=O)/C(C#N)=C\c2ccc(N3CCOCC3)o2)cc1
  S1P4 antag: -9 | TRPN1 ag: 49* | S1P4 ag: 2.4 | EP2 mod: -41 | BaF3 parental: 4 | Calpain2 inh: 14 | PERK inh: -0.9 | TRPML3 ag: 40* | Ba/F3 V617F tox: -2

# Individual results from the entries so far:
# O=c1c(Cc2ccc(F)cc2)c(O)ccn1CCc1cnc[nH]1 in S1P4 antag shows 0
# Cc1c(C(=O)O)nn(-c2ccccc2)c(=O)c1C#N in TRPN1 ag shows 0.0
# Cc1ccc(S(N)(=O)=O)cc1NC(=O)C1CC2CCC1C2 (configuration not stated) in Ba/F3 V617F tox shows -2
# N/C(=N\OC(=O)c1ccc(Cl)cc1)c1nonc1N in S1P4 ag shows 1.8

# Assay outcomes from PubChem BioAssay.
